# Pol kappa inh – qHTS for Inhibitors of Polymerase Kappa | purified Pol kappa, fluorescent DNA synthesis assay, 10 min | 400,000 compounds, 0.53% hits | Potency, µM (highest dose often 107 µM), without a hit: top-dose activity, negative = inhibition, most hits filed as inhibitors; further: potency means the concentration at half of the fitted maximal effect; on the % scale 0 is the no-effect control and ±100 the full control effect
#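 Inhibition of 10 nM Pol kappa is measured by a fluorescent read-out at 0 and 10 min following addition of 50 nM substrate (final), with a 15-min room-temperature compound preincubation.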
# POLH inh – qHTS for Inhibitors of Polymerase Eta; DNA polymerase eta (Homo sapiens), Q9Y253; recombinant Pol eta, fluorescent DNA replication assay; Potency, µM (top dose mostly 114 µM), inactives show at the top dose activity change, negative = inhibition, hits mostly inhibitors; 390,000 compounds, 1.2% hits; further: potency means the concentration at half of the fitted maximal effect; on the % scale 0 is the no-effect control and ±100 the full control effect
#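 Pol eta at 10 nM preincubated with compounds 15 min at room temperature; reaction started with fluorescent substrate (50 nM final) and read kinetically at 0 and 10 min.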
# ERG Ets-DNA blk – qHTS for Small Molecule Inhibitors of the ERG Ets/DNA interaction. 370,000 compounds, 0.028% hits. Transcriptional regulator ERG (Homo sapiens), P11308. Potency, µM (series often up to 76.9 µM), without a hit: at the highest dose FP activity, negative = inhibition, actives largely listed as inhibitors. fluorescence polarization, His-ERG Ets domain / labelled DNA; active means well fitted inhibition curve with a large enough effect in the polarisation, with a control signal flat; inconclusive means small, poorly fitted or top-dose-only effect, or effect the other way, or a change in a side signal; inactive means no such curve, though single readings can be large or run the other way; the % refers to the polarisation;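 further: polarization taken with two DNA probes labelled with fluorescein and Texas red; potency means the concentration at half of the fitted maximal effect; % of control where 0% means no effect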
# Target sequence (P11308 whole entry, looked up, the tested form may be a part): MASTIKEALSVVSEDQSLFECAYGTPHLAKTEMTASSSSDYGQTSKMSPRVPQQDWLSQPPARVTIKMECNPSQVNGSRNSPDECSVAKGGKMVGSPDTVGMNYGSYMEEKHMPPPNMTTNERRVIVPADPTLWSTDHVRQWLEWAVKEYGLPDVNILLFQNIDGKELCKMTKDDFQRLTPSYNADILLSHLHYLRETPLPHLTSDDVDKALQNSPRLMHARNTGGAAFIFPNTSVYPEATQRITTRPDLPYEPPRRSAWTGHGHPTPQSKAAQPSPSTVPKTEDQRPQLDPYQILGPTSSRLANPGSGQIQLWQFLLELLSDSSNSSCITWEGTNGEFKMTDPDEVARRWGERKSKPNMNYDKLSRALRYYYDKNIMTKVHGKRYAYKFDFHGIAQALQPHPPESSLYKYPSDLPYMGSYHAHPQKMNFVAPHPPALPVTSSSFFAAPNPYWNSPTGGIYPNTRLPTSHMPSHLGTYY
#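 His-tagged ERG Ets domain (1 uM in the protein solution; 300mM KCl, 50mM Tris-HCl, 1mM EDTA, 1mM DTT, pH 7.5) received compound, then a probe mix of 5 nM fluorescein-DNA and 100nM Texas-615-DNA. Fluorescence polarization was read for both dyes.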
# Anesthetic bind – qHTS Assay for Identification of Novel General Anesthetics; Ferritin light chain (Equus caballus), P02791; apoferritin/1-aminoanthracene competitive binding, fluorescence; Potency, µM (highest dose often 77.5 µM), without a hit: at the highest dose activity change, negative = displacement, actives largely listed as inhibitors; 350,000 compounds, 0.074% hits; AID 485281, 2010; further: potency means the concentration at half of the fitted maximal effect; on the % scale 0 is the no-effect control and ±100 the full control effect; nearly all actives have a fitted effect of over 20% in size
# Target sequence (P02791 2-175 limits assumed): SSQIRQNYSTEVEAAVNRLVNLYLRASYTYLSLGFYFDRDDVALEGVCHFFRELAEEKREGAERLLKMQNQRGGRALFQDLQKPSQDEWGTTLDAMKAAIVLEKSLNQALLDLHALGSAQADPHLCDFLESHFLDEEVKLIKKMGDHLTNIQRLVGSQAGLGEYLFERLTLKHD
#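 Steps: apoferritin (10 uM) was premixed with half-saturated 1-AMA in PBS, compounds were pin-transferred, plates stood 10 min at room temperature, fluorescence was read at 380/535 nm, and curves were fitted with a Hill equation.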
# LDHA inh – qHTS assay for inhibitors of human lactate dehydrogenase; 480,000 compounds, 0.15% hits; activity change, % (values are at about 110 or 230 µM); AID 1347041, 2019; purified LDHA, NADH/diaphorase-resazurin fluorescence; hits give low values; in the data active means activity change below about -30%; inconclusive means mostly about -25% to -30%;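 further: plate controls were DMSO wells for no effect and wells without enzyme for full effect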
#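 Remaining NADH was detected by diaphorase (0.133 mg/mL) converting 37 µM resazurin to fluorescent resorufin, read at 0 and 20 minutes. The preceding 5-minute room-temperature reaction used 2 nM LDHA, 0.2 mM sodium pyruvate and 0.06 mM NADH at pH 7.4.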
# APE1 inh – qHTS Assay for Inhibitors of the Human Apurinic/apyrimidinic Endonuclease 1 (APE1). Potency, µM (highest dose often 65.8 µM), for inactives: at the top dose activity change, negative = inhibition, usual class: inhibitors. recombinant APE1, TAMRA/BHQ-2 abasic DNA cleavage fluorescence. 350,000 compounds, 0.35% hits;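 further: potency means the concentration at half of the fitted maximal effect; plate controls were vehicle for no effect and reference inhibitor for full effect; nearly all actives have a fitted effect of over 55% in size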
# Target sequence (P27695 whole entry, looked up): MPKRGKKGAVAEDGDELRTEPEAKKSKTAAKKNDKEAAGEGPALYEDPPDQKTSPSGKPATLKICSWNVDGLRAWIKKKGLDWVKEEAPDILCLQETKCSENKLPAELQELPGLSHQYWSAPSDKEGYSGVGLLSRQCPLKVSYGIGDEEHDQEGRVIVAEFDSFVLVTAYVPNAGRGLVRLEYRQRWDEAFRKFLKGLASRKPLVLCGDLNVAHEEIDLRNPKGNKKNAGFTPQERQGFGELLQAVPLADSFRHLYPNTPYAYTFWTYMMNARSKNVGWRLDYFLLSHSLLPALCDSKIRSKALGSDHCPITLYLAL
#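 Kinetic fluorescence read (525 ex/598 em nm, three reads 60 s apart) of AP-site incision; signal = third minus first read. Enzyme 0.75 nM, dual-labelled THF duplex 50 nM, compound preincubation 15 min RT.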
# RGS4 inh – Inhibitors of Regulator of G Protein Signaling (RGS) 4: qHTS | Regulator of G-protein signaling 4 (Homo sapiens), P49798 | Potency, µM (doses to about 114 µM), for inactives: top-dose activity change, negative = inhibition, most hits filed as inhibitors | Transcreener GDP fluorescence polarization, RGS4-accelerated GTP hydrolysis | AID 504845, 2011 | 390,000 compounds, 0.039% hits; further: potency means the concentration at half of the fitted maximal effect; on the % scale 0 is the no-effect control and ±100 the full control effect; nearly all actives have a fitted effect of over 75% in size; some results filed as inactive show a strong effect at the top dose
#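 MLSMR compounds (23 nl, pin-transferred) preincubated 10 min at room temperature with a 500nM (2x) first reagent, then RGS4 at 900nM (2x) plus Transcreener GDP mix added; fluorescence polarization (620/688 nm) read before and after 90 min at 30 °C.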
# POLB inh – qHTS Assay for Inhibitors of DNA Polymerase Beta | Pol beta primer extension/strand displacement, fluorescence kinetic | 340,000 compounds, 1.3% hits | Potency, µM (highest dose often 114 µM), for inactives: at the top dose activity change, negative = inhibition, hits mostly inhibitors | P06746 | AID 485314, 2010; further: potency means the concentration at half of the fitted maximal effect; on the % scale 0 is the no-effect control and ±100 the full control effect
#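 Values derive from four-parameter Hill fits of normalized kinetic data: reads at 0 and 10 min following addition of 50 nM substrate to 10 nM Pol beta preincubated 15 min with compound.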
# 12-LOX inh – Primary qHTS assay for inhibitors of human arachidonate 12S-lipoxygenase (ALOX12): Round 2. Potency, µM (series often up to 108 µM), without a hit: at the highest dose activity change, negative = inhibition, actives largely listed as inhibitors. AID 1671190, 2021. Polyunsaturated fatty acid lipoxygenase ALOX12 (Homo sapiens), P18054. 580,000 compounds, 1.1% hits. purified 12hLO, xylenol orange hydroperoxide absorbance; further: potency means the concentration at half of the fitted maximal effect; on the % scale 0 is the no-effect control and ±100 the full control effect
#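 Purified human 12hLO at 150 nM in 25 mM Hepes, 0.01% Triton X-100, pH 7.0, preincubated 15 min at room temperature with compound. Reaction started with 40 uM arachidonic acid, 30 min at room temperature. Hydroperoxide measured by Fe-xylenol orange, 573/405 nm absorbance ratio.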
# * marks the source's active call; other numbers are inactive results; ? = inconclusive; · = not tested or not shown; & = joins results of further samples; [ ] = dose if it differs, or a comment. Unless noted, the call rests on the fitted dose curve; in most records, active means well fitted curve in the direction sought with a large enough effect; inconclusive means small, poorly fitted or top-dose-only effect, or another doubt; inactive means no such curve, though single readings can be large; an effect the other way counts as inactive or inconclusive.
1. CC1(C)CC(=O)C2=C(C1)N(Cc1ccccc1)C(=O)C2(NC(=O)C(C)(C)C)C(F)(F)F (centres undefined)
2. Fc1ccccc1CSc1nc2ccccc2[nH]1
3. CC1(C(=O)OCC(=O)Nc2nc(-c3ccc(F)c(F)c3)cs2)CC1(Cl)Cl (centres undefined)
4. COc1cc2ccccc2cc1C(=O)Nc1ccc(S(=O)(=O)Nc2cc(C)on2)cc1
5. O=C(COC(=O)c1cc(Br)ccc1O)NC12CC3CC(CC(C3)C1)C2
6. Cc1nn(Cc2ccccc2Cl)c(C)c1C(=O)N1CCN(c2ccccc2)CC1

screen / no.	1	2	3	4	5	6
12-LOX inh	-9%	0%	56µM*	-15%	-3%	-6%
Pol kappa inh	-24%	-10%	-8%	-3%	7%	-23%
APE1 inh	-2%	1%	-16%	0%	-9%	-1%
Anesthetic bind	-17%	?	-5%	-15%	·	0%
POLB inh	-12%	1%	-1%	3%	·	?
LDHA inh	-9	-11	7	0	-1	-3
POLH inh	-13%	-19%	?	-21%	2%	-6%
ERG Ets-DNA blk	2%	-2%	-13%	-1%	-9%	-7%
RGS4 inh	5%	5%[11.4 µM]	-22%	-21%	1%	10%

# Of the compounds above, three have sulfur:
2. Fc1ccccc1CSc1nc2ccccc2[nH]1
3. CC1(C(=O)OCC(=O)Nc2nc(-c3ccc(F)c(F)c3)cs2)CC1(Cl)Cl (centres undefined)
4. COc1cc2ccccc2cc1C(=O)Nc1ccc(S(=O)(=O)Nc2cc(C)on2)cc1

screen / no.	2	3	4
12-LOX inh	0%	56µM*	-15%
Pol kappa inh	-10%	-8%	-3%
APE1 inh	1%	-16%	0%
Anesthetic bind	?	-5%	-15%
POLB inh	1%	-1%	3%
LDHA inh	-11	7	0
POLH inh	-19%	?	-21%
ERG Ets-DNA blk	-2%	-13%	-1%
RGS4 inh	5%[11.4 µM]	-22%	-21%

# Remaining list, next part.
7. CC(C)NC(=O)NC(=O)COC(=O)c1ccccc1F
8. Cc1ccc(C2C=C(c3ccccc3)Nc3nc(NS(=O)(=O)c4ccc(C)cc4)nn32)cc1 (centres undefined)
9. O=C(Nc1cccc(C(=O)N2CCCCCC2)c1)c1ccco1
10. CC(=O)c1cccc(NC(=O)N2C3CCCC2CC(NC(=O)C2CC2)C3)c1 (centres undefined)
11. O=C(O)Cc1sc(=O)[nH]c1O
12. CN=c1sc(C(=O)Nc2cccc(Cl)c2)cc(=O)n1C

screen / no.	7	8	9	10	11	12
12-LOX inh	-4%	-1%	-21%	16%	-3%	?
Pol kappa inh	-17%	-7%[60.1 µM]	-12%	-8%	2%	-1%
APE1 inh	-3%	·	1%	28%	·	8%
Anesthetic bind	-7%	214%[activator]	3%	-8%	·	2%
POLB inh	24%[57.1 µM]	2%	0%	1%	·	32%
LDHA inh	-6	-5	-4	-2	-5	3
POLH inh	-22%	?	-7%	1%	-7%	-10%
ERG Ets-DNA blk	-17%	5%	-1%	-3%	5%	8%
RGS4 inh	-5%	-9%	-3%	16%	10%	?

13. COc1ccc(OCC(O)CN2CC(C)OC(C)C2)cc1 (centres undefined)
14. O=C(CSc1nnc(Nc2ccccc2)s1)NCCN1C(=O)CSC1=O
15. C#CCOCCOCCOCCNc1nc(N2CCN(C(=O)[C@H]([C@@H](C)CC)n3cc([C@@H](N)CC(C)C)nn3)CC2)nc(N2CCN(C(=O)[C@H](Cc3ccc(O)cc3)n3cc([C@@H](N)CC(C)C)nn3)CC2)n1
16. Cn1cccc1CC(=O)N/N=C/c1ccc(Cl)cc1
17. CS(=O)(=O)Nc1ccccc1C(=O)N1CCN(c2ccccc2)CC1
18. CCS(=O)(=O)N1CCN(c2ccc(C(=O)NC34CC5CC(CC(C5)C3)C4)cc2[N+](=O)[O-])CC1

screen / no.	13	14	15	16	17	18
12-LOX inh	-6%	-3%	?	37%[activator]	0%	-6%
Pol kappa inh	-8%	-1%	3%	3%	·	-14%
APE1 inh	19%	-4%	-4%	13%	-1%	2%
Anesthetic bind	-3%	-3%	-6%	-11%	-6%	-1%
POLB inh	10%	18%	?	13%	1%	4%
LDHA inh	-3	-2	-1	-4	·	-3
POLH inh	-7%	-15%	-14%	-16%	·	-14%
ERG Ets-DNA blk	-9%	-4%	2%	4%	·	2%
RGS4 inh	6%	-11%	-8%	-37%	·	0%

19. Cc1ccc2c(c1)NC(c1cccs1)C1=C(CC(C)(C)CC1=O)N2 (centres undefined)
20. COc1ccc(CNC(=O)COC(=O)[C@@H]2CCCN2C(=O)c2cccs2)cc1
21. Cc1ccc(N2C(=O)c3oc4cc(C)c(C)cc4c(=O)c3C2c2cccc(O)c2)nc1 (centres undefined)
22. COc1ccc2c(c1)c(CC(=O)N1CCOCC1)c(C)n2C(=O)c1ccc(Cl)cc1
23. CCN(CC)c1ccc(C(=O)OCC(=O)Nc2ccccc2-c2ccccc2)cc1
24. Cc1cc(C)nc(SCC(=O)NCc2ccco2)n1

screen / no.	19	20	21	22	23	24
12-LOX inh	2%	11%	-10%	7%[12.5 µM]	0%	1%
Pol kappa inh	-12%	4%	0%	10%&-6%[19.4 µM]	-7%	-8%
APE1 inh	0%	6%	·	?	-7%	-1%
Anesthetic bind	69%[activator]	·	-12%	·	107%[activator]	-8%
POLB inh	2%	·	82%	1%[57.1 µM]	-6%	1%
LDHA inh	-6	-7	-1	·	-3	-1
POLH inh	-13%	-13%	-1%	-5%[57.1 µM]	-3%	?
ERG Ets-DNA blk	-3%	5%	8%	·	-12%	5%
RGS4 inh	-1%	-7%	-3%	·	13%	-26%

25. Cc1ccc(N(CC(=O)Nc2ccccc2-c2ccccc2)S(=O)(=O)c2ccccc2)c(C)c1
26. CCN(CC)C(=O)[C@H]1CC(CC(=O)NCCN2CCOCC2)C(=O)N2CCc3c([nH]c4ccc(OC)cc34)[C@]12C (some centres undefined)
27. CC(C)(C)CC(=O)NCc1cccs1
28. Cc1cc(C)n(-c2ccc(N3CCOCC3)nn2)n1
29. COC(=O)c1ccccc1NC(=O)c1nc(-c2ccc(Cl)cc2)n2c1CCCCC2
30. COc1ccc(N=Cc2ccc[nH]2)cc1

screen / no.	25	26	27	28	29	30
12-LOX inh	-6%	16%	-6%	9%	-4%	-16%
Pol kappa inh	-5%	-9%	2%	-8%	-12%	-12%
APE1 inh	-9%	-9%	-2%	6%	·	1%
Anesthetic bind	-10%	·	?	9%	3%	-8%
POLB inh	36%	·	3%	2%	9%	-2%
LDHA inh	-6	-6	-2	-6	0	10
POLH inh	-12%	-12%	1%	-15%	-17%	-6%
ERG Ets-DNA blk	-3%	-3%	-11%	-1%	0%	7%
RGS4 inh	0%	0%	10%	17%	4%	-7%

31. CCn1c(=O)cc(OCC(=O)NC2CCCCC2)c2ccccc21
32. O=C1N=C(N2CCN(c3ccccc3)CC2)S/C1=C\c1ccco1
33. Cc1nnc(NC(=O)CSc2nnc(-c3ccoc3C)n2CC(C)C)s1
34. COc1ccc2c(c1)CC(C(=O)NCc1ccc(F)cc1)CO2 (centres undefined)
35. COc1cc(C(=O)O)cc(NC(=O)c2ccco2)c1OC
36. O=C(NCCc1ccccc1)C1CCCN1S(=O)(=O)c1cccc2nsnc12 (centres undefined)

screen / no.	31	32	33	34	35	36
12-LOX inh	-3%	-28%	38%[activator]	-1%	-24%	-9%
Pol kappa inh	-13%	-20%[60.1 µM]	-8%	-6%[60.1 µM]	0%	14%
APE1 inh	16%	?	3%	·	0%	43%[activator]
Anesthetic bind	-1%	-18%	-22%	-2%	-7%	3%
POLB inh	-17%	13µM*	-7%	27%	15%	10%
LDHA inh	-4	0	-1	-3	-1	-1
POLH inh	0%	?	-11%	2%	-17%	-17%
ERG Ets-DNA blk	0%	4%	11%	3%	10%	-3%
RGS4 inh	49%	-4%	?	-5%	-5%	-32%

37. Cc1ccnc(SCC(=O)N2CCN(C(c3ccccc3)c3ccccc3)CC2)n1
38. CCOC(=O)C[C@H]1c2ccc(C(F)(F)F)cc2S(=O)(=O)N1C1CCCC1
39. Cc1ccc2nc(N(Cc3cccnc3)C(=O)c3ccco3)sc2c1
40. Nc1nonc1-n1nnc(C(=O)N/N=C/c2cccc(F)c2)c1CN1CCCCCC1
41. CN(C)c1ccc(P(=O)(OCc2ccccc2)C(O)c2ccc(Br)cc2)cc1 (centres undefined)
42. CCc1ccc2c(c1)cc(CN(C(=S)Nc1ccccc1Cl)C1CC1)c1nnnn12

screen / no.	37	38	39	40	41	42
12-LOX inh	-13%	2%	5%	10%	491%[activator]	11%
Pol kappa inh	-4%	-8%&2%	-16%[60.1 µM]	-1%	8%	-23%
APE1 inh	5%	·	·	·	-8%	1%
Anesthetic bind	-19%	·	-8%	·	6%	4%
POLB inh	0%	·	3%	·	3%	-2%
LDHA inh	-2	2	-7	2	0	1
POLH inh	-17%	-16%	-21%	-4%	-11%	-11%
ERG Ets-DNA blk	5%	15%	-1%	5%	13%	1%
RGS4 inh	-50%	17%	-1%	-16%	19%	-6%

# The list is partial, so the mix of outcomes need not match the whole.
